Screening data deposited in PubChem BioAssay by Broad Institute.
miR122 inh: miR-122 Renilla sensor signal increase in Huh7, primary screen, miR-122 inhibitor project, cell-based, single point, plate reader | activation (reporter increase), % at 12.5 µM | Huh7 miR-122 Renilla luciferase sensor, 48 h; neutral wells = 0, positive control = 100 | AID 602342, 2012 | 0.3% of 340,000 active;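 active = mean replicate activation score at least 90 and every replicate individually at or above 90; inconclusive = only one of the two criteria met; inactive = neither criterion met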;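 also: higher luciferase means less miR-122 activity so hits act as miR-122 inhibitors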
FN deposition inh: inhibitors of fibronectin matrix deposition, primary screen, AH1F cells, Alexa488-fibronectin fluorescence, plate reader; AH1F fibroblasts, overnight; inhibition, % at 12.6 µM; 0.086% of 350,000 active;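 active = mean inhibition across replicates of 30% or more, regardless of how many single replicates reach that level; inconclusive = mean under 30% yet at least half of replicates reach 30%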;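 also: positive control wells lacked labelled fibronectin entirely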
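Material: AH1F fibroblast monolayer depositing Alexa488-labelled fibronectin into matrix / Amount: 10000 AH1F cells per well / Signal: fluorescence 485/525 nm / Medium: DMEM, 2% serum / Compound: single dose, pinned / Incubation: 1 h cell adhesion before compound, then overnight fibronectin incubation / Reagent: Alexa488-FN, 24 nM final / Read-out: inhibition of fibronectin deposition signal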
EWS-Fli inh: EWS/Fli-driven NR0B1 reporter inhibitors, primary screen, A673 cells, NR0B1 luciferase, luminescence, MLPCN library | 0.67% of 350,000 active | inhibition, % at 12.6 µM | viability-normalised;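 active = mean inhibition of at least 50% after viability correction, with every replicate also passing that limit; inconclusive = mean reaches 50% but only one of two replicates passes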;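 also: firefly luciferase signal divided by Alamar Blue viability fluorescence both relative to DMSO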
GSIS activator: GLuc luminescence reporter in INS-1E cells, primary screen for activators of glucose-dependent secretion of insulin; INS-1E GLuc reporter insulin secretion, 2-3 h; activation, % at 16.6 µM; 0.61% of 370,000 active; AID 743287, 2014;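 active = lowest replicate activation of at least 40%, so every replicate reaches that level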;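 also: 0% = median of neutral control wells and 100% = median of IBMX positive control wells; some compounds called inactive have numbers as strong as hits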
PAX8 inh HTS: inhibitors of PAX8-driven TPO luciferase reporter, primary screen, RMG-I cells, single concentration; SteadyGlo, 24 h; inhibition, % at 12.6 µM; 1.2% of 360,000 active;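 active = mean replicate inhibition at least 60% with every replicate also reaching 60%; inconclusive = only one of the two criteria is met; inactive = mean below 60% and not all replicates reaching 60%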;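 also: luciferase light reporting Pax8 driven TPO promoter activity; plate controls were median of neutral control wells for no effect and mitoxantrone controls for full effect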
DENV2 CPE rescue: inhibitors of DENV2 cytopathic effect, primary screen, cell-based, plate reader, single concentration; DENV2-infected cells, cytopathic effect rescue; CPE inhibition, % at 9.99 µM; 1.7% of 350,000 active; AID 651640, 2012; in the data active = CPE inhibition above about 20%, passing the limit was not always enough; inconclusive = no clear call, values can overlap the other calls; tested in BHK-21 cells;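 also: 0% = median of neutral control wells and 100% = median of positive control wells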
F508del corr: F508del CFTR correction, initial screen, CFBE line, single point | CFBE cells, YFP halide quenching; stimulated with forskolin plus potentiator P3; % fluorescence drop versus neutral controls | activity (quench increase), % at 7.58 µM | 0.36% of 350,000 active | AID 720511, 2013;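 active = mean added fluorescence quench of at least 8% versus neutral control, with both replicates also reaching 8%; inconclusive = only one of the mean or replicate conditions met; inactive = mean below 8% and not both replicates reaching 8%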;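 also: cells transiently co-express mutant CFTR-F508del with the halide-sensitive YFP; corrector assay measuring rescue of mutant channel to the surface after 24 h compound exposure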
* marks the source's active call; other numbers are inactive results; ? = inconclusive; . = no result given; [ ] = another dose, or the depositor's remark.

SMILES | miR122 inh | FN deposition inh | EWS-Fli inh | GSIS activator | PAX8 inh HTS | DENV2 CPE rescue | F508del corr
C[C@@H]1CCCCO[C@@H](CN(C)C(=O)Nc2ccccc2)[C@@H](C)CN([C@@H](C)CO)C(=O)c2cc(NS(=O)(=O)c3ccccc3)ccc2O1 | . | -7.1 | . | -10.1 | 0.7 | 0.1 | -1.3
Nc1ncnc(Nc2ccc(F)cc2)n1 | -5.8 | -5.9 | . | 5.8 | -24.6 | . | .
CC(=O)Nc1ccc(C(=O)OCC(=O)N(C)C2CCCCC2)cc1 | . | . | -18.1 | 1.0 | 8.7 | 0.9 | -3.8
CN1C(=O)CC(c2ccco2)Sc2ccccc21 (configuration not stated) | -11.0 | -12.1 | . | 6.5 | . | . | .
CN(c1ccccc1)S(=O)(=O)c1cccc(C(=O)NC2CC(C)(C)NC(C)(C)C2)c1 | 7.0 | 0.4 | 2.0 | 24.6 | -1.5 | 8.9 | -0.6
C[C@@H]1CN([C@@H](C)CO)C(=O)c2cccc(NC(=O)Nc3ccccc3)c2O[C@H]1CN(C)Cc1ccc(Cl)c(Cl)c1 | 33.3[16.7 µM] | 0.1 | 1.0 | -36.0 | 23.2 | -12.4 | 1.5
CCCC1Cc2nc(Cl)c(C#N)cc2CO1 (configuration not stated) | -3.4 | 1.8 | 5.0 | -5.8 | -4.8 | 10.1 | -0.4
C[C@H]1CN([C@@H](C)CO)C(=O)c2cc(NC(=O)C3CCCCC3)ccc2O[C@H]1CN(C)Cc1ccc(Cl)c(Cl)c1 | 0.5[16.7 µM] | . | -1.4 | -7.1 | . | 1.3 | 2.1
CCOC(=O)C1=CCN(S(=O)(=O)c2ccccc2Br)C1c1cccc(F)c1 (configuration not stated) | 1.1 | 22.0 | 0.0 | . | 4.9 | 3.6 | 0.1
O=C(O)CCc1nn2cnc3sc4c(c3c2nc1=O)CCCC4 | -11.1 | -1.0 | . | 8.8 | . | . | .
CCCn1nc(C(=O)N2CCCc3ccccc32)c2ccccc2c1=O | 50.4 | -3.8 | -8.3 | 13.1 | 25.8 | 6.6 | -1.7
C=CCNC(=O)c1onc(CCl)c1C(=O)OC | -7.4 | -1.9 | 23.0 | 17.4 | -11.2 | -0.5 | 2.1
COc1ccc2c(C)cc(SCn3nnc4ccccc4c3=O)nc2c1 | . | -3.5 | . | 16.2 | 6.5 | . | .
O=C(N[C@H]1CC[C@H](CCn2cc(-c3ccccn3)nn2)O[C@@H]1CO)c1ccc(F)cc1 | . | . | -3.7 | -1.0 | -3.5 | ? | -1.4
CC1CCc2nc(NC(=O)c3cc(C(C)(C)C)nn3C)sc2C1 (configuration not stated) | -0.6 | 2.1 | -23.4 | -8.5 | -16.8 | 19.2 | 5.7
Cc1cccc(NC(=S)NC(=O)/C=C/c2ccccc2)n1 | -4.0 | . | -11.7 | 1.8 | -68.3 | 1.6 | -2.4
S=C(Cc1ccccc1)Nc1ccccc1 | 52.1 | 0.4 | -5.7 | -5.5 | -18.7 | -6.5 | -1.2
COc1cccc(OC)c1C(=O)Nc1ccc(N2CCCC2)cc1 | 0.6 | -6.9 | 7.4 | -0.5 | 12.5 | 2.7 | -3.4
Cc1ccc(N2CCN(S(=O)(=O)c3c(C)noc3C)CC2C)cc1 (configuration not stated) | 1.4 | -16.8 | . | -9.2 | 4.1 | 2.7 | 1.5
CC(=O)N1CCCCN2[C@H](C1)[C@H](c1ccc(C#Cc3ccccc3F)cc1)[C@@H]2CO | -3.1[16.7 µM] | . | 16.8 | -8.9 | 23.4 | -0.8 | 4.2
O=C(Nc1ccc(Cl)c(Cl)c1)c1ccccc1NC(=O)C1CC=CCC1C(=O)O (configuration not stated) | 0.7 | -0.8 | -82.8 | -27.1 | -253.3 | -3.9 | 1.2
COC(=O)C1C(=O)C=C(Nc2ccc(F)cc2F)CC1c1ccccc1 (configuration not stated) | . | 0.8 | -15.5 | 4.7 | -49.1 | 17.7 | 0.7
CC(=O)Nc1ccc(NC(=O)CCC(=O)OCC(=O)c2ccc(C)c([N+](=O)[O-])c2)cc1 | . | -4.5 | 2.0 | -1.0 | 9.4 | -2.0 | 1.1
O=C(CSc1nc(=O)n2ccccc2n1)NCc1ccccc1 | -3.1 | 8.6 | -5.9 | 12.5 | -5.3 | 6.2 | 2.6
COc1ccc(-n2nc(C(=O)NCC(=O)NC3CCCC(C)C3C)c3ccccc3c2=O)cc1 (configuration not stated) | . | -7.8 | -2.0 | -4.3 | 19.6 | 11.4 | -2.1
COc1ccc(NC(=O)COc2ccc(C(=O)NCc3cccnc3)cc2OC)cc1 | . | -1.7 | 3.1 | -1.5 | 8.7 | 7.2 | -0.3
Cc1c(NC(=O)COC(=O)c2cc(-c3ccc(-c4ccccc4)cc3)nc3ccccc23)c(=O)n(-c2ccccc2)n1C | . | 8.5 | -4.7 | -7.0 | -95.8 | -3.0 | .
CCNC(=O)C[C@@H]1CC[C@H]2[C@H](COc3ccc(NC(=O)Nc4cccc(Cl)c4)cc3C(=O)N2C)O1 | -25.0[16.7 µM] | -4.8 | -8.1 | -8.0 | 20.6 | 1.1 | 0.4
Clc1ccccc1-c1csc(Nc2cccnc2)n1 | . | -4.2 | -40.1 | . | -69.4 | -4.2 | 0.3
C[C@@H](NC(=O)C[C@@H]1CC[C@@H]2[C@H](COc3ccc(NC(=O)C4CCOCC4)cc3C(=O)N2C)O1)c1ccccc1 | 37.8[16.7 µM] | -2.1 | 1.7 | -0.5 | -1.8 | -7.4 | -0.7
CN1CCN(C(=O)c2cccc(-c3cnc4cnc(-c5ccccc5Oc5ccccc5)cn34)c2)CC1 | -3.8 | 40.3* | 7.5 | 42.1* | 51.4 | 2.3 | 2.1
CC1C/C(=N\NC(=S)NC(C)C)CC(C)(C)C1 (configuration not stated) | -1.9 | -2.2 | . | . | -7.7 | . | .
C[C@H](CO)N1C[C@H](C)[C@@H](CN(C)C(=O)C2CCC2)Oc2ncc(-c3cccc(C#N)c3)cc2C1=O | 4.0[16.7 µM] | . | -3.1 | 13.5 | -13.1 | 9.1 | -0.6
COc1ccccc1CNC(=O)C(C)Sc1ccc(C)cc1 (configuration not stated) | -0.3 | 0.2 | 5.2 | -5.5 | 11.2 | 5.1 | -4.2
COc1ccc(NC(=O)CS(=O)(=O)c2ccc(C)cc2)c(OC)c1 | -6.2 | 5.3 | 4.1 | -3.5 | 6.7 | 1.5 | 0.5
CN1CCC(NC(=O)c2ccncc2)CC1 | -1.9 | -2.7 | 3.9 | -25.6 | -4.0 | -1.2 | 0.1
Cc1ccc(S(=O)(=O)N2C[C@H](O)COC[C@H]3O[C@H](CC(=O)N[C@@H]4CCN(Cc5ccccc5)C4)CC[C@@H]32)cc1 | 2.2[16.7 µM] | -2.0 | -5.8 | 9.0 | 9.6 | 1.8 | 0.5
O=[N+]([O-])c1ccc(Oc2cccnc2)nc1 | . | -17.1 | -1.9 | 15.5 | -0.1 | 3.3 | -2.0
O=C(C[C@@H]1C[C@H]2c3cc(NC(=O)C4CCC4)ccc3O[C@H]2[C@@H](CO)O1)NCC1CC1 | 0.0[16.7 µM] | -5.6 | -3.4 | 5.7 | 6.9 | -3.9 | 0.8
CCOC(=O)c1cnc2ccc(C)cc2c1Nc1ccc(N2CCOCC2)cc1 | -0.1 | -0.7 | . | . | 59.6 | . | .
COc1ccc(S(=O)(=O)Nc2ccc3c(c2)C(=O)N([C@H](C)CO)C[C@H](C)[C@@H](CN(C)CC2CCCCC2)OCCCC[C@H](C)O3)cc1 | -0.7[16.7 µM] | . | 16.9 | 8.8 | 0.8 | 6.5 | 2.6
CCOC(=O)c1ccccc1NC(=O)c1c(F)c(F)c(F)c(F)c1F | -6.7 | -4.0 | . | . | -21.5 | . | .
CC(C)CNC(=O)COC(=O)c1c2c(nc3ccccc13)CCC2 | . | -3.5 | 4.7 | 9.5 | 12.6 | -3.6 | 3.1
CC(=O)Nc1ccc(N2CCN(C(C)=O)CC2)cc1 | 2.3 | . | -8.0 | 11.0 | . | -4.7 | -0.7
CCOC(=O)c1ccc(NC(=O)CSc2ccc(-c3ccncc3)nn2)cc1 | -1.0 | . | -0.4 | 6.4 | -21.1 | -2.6 | 2.5
CC1CCC2(CC1)NC(=O)N(CC(=O)NCCc1ccccc1)C2=O (configuration not stated) | . | -1.6 | 2.6 | -7.6 | . | 4.2 | 2.2
O=C(CC12CC3CC(CC(C3)C1)C2)N/N=C\c1ccc[nH]1 | -9.5 | . | 3.8 | -24.0 | 0.0 | 6.1 | 1.7
C[C@H]1CN([C@@H](C)CO)C(=O)c2cc(N(C)C)ccc2O[C@@H]1CN(C)S(=O)(=O)c1ccc(Cl)cc1 | 47.5[16.7 µM] | . | 10.4 | -3.5 | -1.6 | 10.8 | 0.7
Cc1ncsc1C(=O)NCc1ccc(N2CCCC2=O)cc1 | -2.8 | -4.8 | . | -2.5 | . | . | .
COc1ccc(N2CCN(C(=O)CSc3nnc(-c4ccco4)n3C)CC2)cc1 | . | -9.8 | -4.8 | -4.8 | -1.3 | 4.2 | -3.2

Other results
SMILES | miR122 inh | FN deposition inh | EWS-Fli inh | GSIS activator | PAX8 inh HTS | DENV2 CPE rescue | F508del corr
CC(=Nc1ccccc1)C1=C(O)CC(C)(C)CC1=O | 1.1 | -0.6 | -12.0 | -1.4 | -1.1 | 2.5 | 0.3
Cc1ccc(S(=O)(=O)NN2C(=O)/C(=C/c3ccc(F)cc3)SC2=S)cc1 | 1.0 | 2.7 | -2.2 | . | 38.4 | . | -3.2
O=c1[nH]c(C2CCCN(S(=O)(=O)c3cccc(Cl)c3)C2)nc2c1nnn2Cc1ccc2c(c1)OCCO2 (configuration not stated) | -2.6 | 12.1 | 6.9 | 17.8 | 3.9 | -3.5 | -1.1
O=C(Nc1ccccc1)Nc1nnc(CSCc2ccccc2Cl)s1 | -5.6 | 4.4 | 16.2 | -6.0 | -0.2 | 0.9 | .
Cc1noc(C)c1NC(=O)Nc1ccc2c(c1)CC(=O)N([C@@H](C)CO)C[C@H](C)[C@@H](CN(C)S(=O)(=O)c1cccs1)O2 | -1.8[16.7 µM] | -7.4 | -1.6 | 0.9 | -9.4 | 17.5 | -0.7
COc1ccccc1NS(=O)(=O)c1cccc(C(=O)N/N=C/c2ccc(N3CCOCC3)cc2)c1 | -0.5 | 0.3 | -21.4 | -8.8 | 7.8 | 10.1 | 3.1
O=C(N1CCCCC1)C1(c2ccccc2)CCCCC1 | -0.9 | 2.0 | 2.6 | . | -15.6 | -3.0 | -0.3
Cc1cc(C)nc(OC(C(=O)O)C(OCCc2ccccc2)(c2ccccc2)c2ccccc2)n1 (configuration not stated) | 0.1 | -0.6 | 4.8 | 12.3 | 26.0 | -0.2 | 1.6

Ordered by value in DENV2 CPE rescue (falling): some entries from above.
| mol | miR122 inh | GSIS activator | DENV2 CPE rescue | F508del corr |
| --- | --- | --- | --- | --- |
| COc1ccccc1NS(=O)(=O)c1cccc(C(=O)N/N=C/c2ccc(N3CCOCC3)cc2)c1 | -0.5 | -8.8 | 10.1 | 3.1 |
| O=C(Nc1ccccc1)Nc1nnc(CSCc2ccccc2Cl)s1 | -5.6 | -6.0 | 0.9 | . |
| Cc1cc(C)nc(OC(C(=O)O)C(OCCc2ccccc2)(c2ccccc2)c2ccccc2)n1 (configuration not stated) | 0.1 | 12.3 | -0.2 | 1.6 |
| O=C(N1CCCCC1)C1(c2ccccc2)CCCCC1 | -0.9 | . | -3.0 | -0.3 |
